MEP2 TOR yeast: alters MEP2-GFP fluorescence in TOR pathway yeast screen; S. cerevisiae MEP2-GFP strain, flow cytometry GFP, 3 h; 100% = DMSO control level; GFP response vs DMSO, % at 10 µM; 330,000 compounds, 0.51% hits;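 active means GFP response versus DMSO above a set limit, roughly screen mean plus 3 SD, cut at about 180% in these data; inconclusive means fewer than 70 cells counted for a yeast strain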;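 further: median GFP fluorescence of the barcode-gated MEP2-GFP cells per well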
CIT2 TOR yeast: alters CIT2-GFP fluorescence in TOR pathway yeast screen; 320,000 compounds, 0.065% hits; GFP response vs DMSO, % at 10 µM; S. cerevisiae CIT2-GFP strain, flow cytometry, 3 h; 100 means same as DMSO wells; AID 2029;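 active means GFP response relative to DMSO above a set limit, near the screen mean plus 3 SD, cut at about 150% in these data; inconclusive means Fewer than 70 cells measured for a yeast strain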;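 further: ratio of well median GFP fluorescence to mean of DMSO wells on the plate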
Yeast superoxide: lowers age-related superoxide in aged yeast cells. 330,000 compounds, 0.18% hits. AID 2690. S. cerevisiae aged cells, superoxide DHE fluorescence; active compounds read low. superoxide response (% of plate mean), % at 10 µM;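 active means superoxide response under a set limit, about three screen SD below normal, cut at about 65% in these data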;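 further: yeast aged for seven days with compound at 30 °C before DHE staining; 100% = average MFI of all compound-treated wells on the plate with controls excluded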
GRK2 aptamer HTS: inhibitors of human GRK2 displacing RNA aptamer. 330,000 compounds, 0.59% hits. P25098. bead flow cytometry, FAM-aptamer displacement from GRK2. inhibition of aptamer binding, % at 10 µM;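 active means inhibition of aptamer binding above 40%, roughly 3 SD of noise, on plates passing a quality check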;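 further: median bead fluorescence of bound FAM aptamer so fluorescent compounds give negative values; no value below 0 was filed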
Target sequence (P25098 whole entry, looked up): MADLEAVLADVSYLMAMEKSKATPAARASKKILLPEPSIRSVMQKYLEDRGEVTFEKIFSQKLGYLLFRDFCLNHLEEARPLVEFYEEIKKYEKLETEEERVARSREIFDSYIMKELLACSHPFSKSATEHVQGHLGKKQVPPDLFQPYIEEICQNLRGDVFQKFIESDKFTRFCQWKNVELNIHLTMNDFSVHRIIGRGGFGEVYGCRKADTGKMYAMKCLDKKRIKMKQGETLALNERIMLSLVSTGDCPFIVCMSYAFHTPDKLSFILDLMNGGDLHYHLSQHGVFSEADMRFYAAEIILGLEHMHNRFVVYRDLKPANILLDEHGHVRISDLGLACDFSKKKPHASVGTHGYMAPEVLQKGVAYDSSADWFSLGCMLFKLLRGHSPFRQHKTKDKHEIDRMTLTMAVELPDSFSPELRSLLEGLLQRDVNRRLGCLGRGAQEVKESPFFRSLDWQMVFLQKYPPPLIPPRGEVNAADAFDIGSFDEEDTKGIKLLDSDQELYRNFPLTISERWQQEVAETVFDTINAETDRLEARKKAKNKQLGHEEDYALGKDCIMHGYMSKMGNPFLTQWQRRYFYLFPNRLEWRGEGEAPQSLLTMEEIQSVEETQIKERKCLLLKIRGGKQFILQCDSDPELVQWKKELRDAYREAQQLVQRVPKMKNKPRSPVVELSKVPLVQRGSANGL
AGP1-GFP MLPCN: yeast TOR pathway AGP1-GFP modulation; S. cerevisiae AGP1-GFP multiplex flow cytometry, 3 h; GFP as percent of DMSO wells; GFP response vs DMSO, % at 10 µM; AID 2066; 320,000 compounds, 0.02% hits;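 active means GFP response relative to DMSO above a set limit, near screen average plus 3 SD, cut at about 150% in these data; inconclusive means fewer than 70 cells counted for the yeast strain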;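 further: median GFP channel fluorescence of the gated AGP1 strain per well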
VLA-4 inh: inhibition in a human VLA-4 binding assay. P13612. VLA-4 expressing cells, ligand binding flow cytometry. inhibition, % (about 7 µM as worked out from the volumes in the protocol). 330,000 compounds, 0.2% hits. AID 2557; in the data active means inhibition above about 50%
LAP4-GFP MLPCN: yeast TOR pathway LAP4-GFP modulation; AID 2023; GFP response vs DMSO, % at 10 µM; 320,000 compounds, 0.34% hits; S. cerevisiae LAP4-GFP multiplex, flow cytometry GFP, 3 h; median GFP as percent of DMSO wells;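 active means GFP response vs DMSO above a set limit, about the screen mean plus 3 SD, cut at about 150% in these data; inconclusive means under 70 cell events counted for the yeast strain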
RPL19A TOR yeast: yeast TOR pathway RPL19A-GFP modulation | S. cerevisiae RPL19A-GFP strain, flow cytometry, 3 h; active compounds read low | percent response vs DMSO, % at 10 µM | 330,000 compounds, 0.3% hits;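 active means percent response vs DMSO below 50%; inconclusive means fewer than 70 events counted for the yeast strain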;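 further: median channel GFP fluorescence of the barcoded RPL19A-GFP strain; ratio of sample median GFP to plate DMSO average so 100% = DMSO; lower means less RPL19A-GFP as with rapamycin TOR inhibition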
* = called active by the depositor; ? = inconclusive; . = no result given; [ ] = remark or other dose.

Molecule,MEP2 TOR yeast,CIT2 TOR yeast,Yeast superoxide,GRK2 aptamer HTS,AGP1-GFP MLPCN,VLA-4 inh,LAP4-GFP MLPCN,RPL19A TOR yeast
Cc1ccc(N2C(=O)c3ccccc3C2Nc2cccnc2)nc1 (stereo not drawn),97,95,88,1,91,-2,95,93
COCCCn1c(=O)/c(=C\c2ccccc2OC(F)F)s/c1=C(/C#N)C(N)=O,103,100,94,0,99,-4,98,98
C=CC[C@H](CC(=O)NCCO)C(=O)N[C@H](COC(=O)[C@@H](CC=C)CC(=O)OC(C)(C)C)Cc1ccccc1,95,83,83,10,93,-5,92,91
CC12CNCC(C)(CN(C(c3ccccc3)c3ccccc3)C1)C2,98,102,102,0,91,1,89,93
S=c1nc(-c2ccccc2)c(-c2ccccc2)n[nH]1,104,99,98,4,94,2,96,100
CC(C)N1CC2=C(OC(N)=C(C#N)C2c2cccnc2)/C(=C/c2cccnc2)C1 (stereo not drawn),96,105,106,0,97,3,93,98
O=C(c1ccco1)N1CCN(S(=O)(=O)/C=C/c2ccccc2)CC1,93,101,101,0,102,7,106,96
NNC(=O)CCCNc1ncc(C(F)(F)F)cc1Cl,102,98,97,0,101,4,109,98
CC(OC(=O)Cc1c[nH]c2ccccc12)C(=O)Nc1ccccc1[N+](=O)[O-] (stereo not drawn),108,105,115,2,104,0,111,103
CCCOC1CCCN(C(=O)c2cc(Cl)c(Cl)cc2C(=O)O)C1 (stereo not drawn),97,112,94,0,113,-10,93,105
Cc1noc(C(=O)Nc2cccnc2Cl)c1Cl,114,104,104,3,101,-8,103,107
Cc1ccc(C)c(N2CCN(C(=O)c3cc(S(=O)(=O)N4CCOCC4)cn3C)CC2)c1,109,98,102,2,98,7,101,97
O=c1c2cc3c(cc2[nH]c(=S)n1C1CCN(Cc2ccccc2)CC1)OCO3,119,105,111,0,105,6,99,109
CC1=NN(c2ccc(F)cc2)C(=O)C1C(c1cccc(O)c1)c1c(C)[nH]n(-c2ccc(F)cc2)c1=O (stereo not drawn),103,104,101,3,109,7,89,101
CCN(CC)S(=O)(=O)c1ccc(N2CC(C(=O)N3CCOCC3)CC2=O)cc1 (stereo not drawn),100,98,93,0,102,9,111,98
CN(C)S(=O)(=O)N(CC(=O)NCc1ccccc1)c1ccccc1,97,97,84,0,99,6,100,96
O=C(CCNC(=O)c1ccc([N+](=O)[O-])cc1)Nc1ccc(F)c(F)c1F,108,107,114,0,100,13,106,98
COc1cc(/C=C/C(=O)NC(=O)c2ccccc2O)ccc1OC(C)=O,100,99,122,4,104,-1,106,101
O=C(c1nnc(-c2ccccc2)o1)C1CC1,100,100,105,0,97,12,88,98
O=C(COc1cc2oc(=O)c3c(c2cc1Cl)CCC3)NCCN1CCOCC1,97,95,83,0,96,-3,91,100
CCOc1ccc(C(=O)NCC(=O)N2CCC3(CC2)NCCc2[nH]cnc23)cc1,108,101,119,1,99,2,94,97
CC(NC(=O)c1ccccc1OC(F)F)c1ccc(-n2ccnc2)cc1 (stereo not drawn),100[may fluoresce red],96[may fluoresce red],121,2,88[may fluoresce red],17,85[may fluoresce red],?
O=C(Nc1ccccc1Cl)NC1(C(=O)NCC2CCCO2)CCCCC1 (stereo not drawn),99,105,107,1,105,-4,102,100
Cc1cc(-c2ccccc2)nc(N(C)N)c1S(C)(=O)=O,99,95,89,0,105,4,108,95
Nc1ccccc1SC1CC(=O)N(c2ccc3c(c2)OCO3)C1=O (stereo not drawn),86,100,101,2,103,17,99,93

Molecule,MEP2 TOR yeast,CIT2 TOR yeast,Yeast superoxide,GRK2 aptamer HTS,AGP1-GFP MLPCN,VLA-4 inh,LAP4-GFP MLPCN,RPL19A TOR yeast
Cc1[nH][nH]c(=O)c1C(c1ccc(O)c(Br)c1)c1c(C)[nH][nH]c1=O,101,97,56*,6,98,5,90,99
COc1ccc(/C=N/N(C)C2=NS(=O)(=O)c3ccccc32)cc1,116,109,118,0,112,13,115,94
Cc1ccc(CCSCC(=O)O)cn1,97,.,112,74*,96,-1,95,98
COc1ccc(CN(C(=O)c2snc(C(N)=O)c2N)C(C(=O)NC2CCCC2)c2ccco2)cc1 (stereo not drawn),104,93,107,0,96,-7,90,104
Cc1cccc(S(=O)(=O)Nc2ccncc2)c1,103,103,111,3,98,-9,90,105
CCN1CCN(C(=O)c2cc3cc(Cl)ccc3[nH]2)CC1,114,101,95,0,94,4,92,102
CCCCN(CC)C(=O)CSc1cc(=O)n(C)c2ccccc12,105,107,95,0,105,5,87,105
O=C(Nc1cccc(F)c1)N1CC=C(c2ccc(Cl)cc2)CC1,107,100,127,0,94,8,101,102
COc1cc(OC)cc(C(=O)N[C@H](C(=O)NC2=NCCS2)C(C)C)c1,100,100,105,1,105,9,98,102
CN(C)N1C(N)=C(C#N)C(c2ccsc2)C2=C1CCCC2=O (stereo not drawn),103,105,95,1,104,11,93,104
OCC#Cc1cnc2ccccc2c1,93,91,96,0,88,7,87,93
O=C(c1ccco1)N1CCN(C(=O)c2cc(=O)[nH]c3ccccc23)CC1,93,96,105,4,94,11,91,93
COc1ccc(-c2nc3cnccn3c2Nc2ccc(C)cc2)cc1,103,89,113,0,101,2,103,99
O=S1(=O)CC(NCc2ccccc2)C(Nc2ccc(Cl)cc2)C1 (stereo not drawn),107,110,99,1,108,11,108,106
CCn1c(C)c(P(c2ccccc2)c2ccccc2)[n+]2ccccc12,111,107,104,1,99,13,107,101
O=C(O)CC1(CC(=O)Nc2ccc(C(F)(F)F)cc2)CCCC1,97,104,117,5,94,19,89,105
COc1ccc(NC(=O)c2cn(-c3ccccc3)nc2-c2ccncc2)cc1,97,97,94,0,101,8,103,98
O=C(c1cc2ccccc2o1)c1cccs1,102,106,79,0,105,-14,113,100
COc1ccc(-c2nc(CN(C)C(C)c3ccon3)c(C)o2)c(C)c1C (stereo not drawn),100,97,84,2,99,-4,97,96
COc1ccc(C(=O)NCC(=O)N2CC=C(c3ccccc3)CC2)cc1OC,102,98,98,1,100,6,103,98
C/C(=N\OCC(=O)Nn1c(C)nc2ccccc2c1=O)c1cccs1,98,98,95,3,103,10,107,100
COc1cccc(OC)c1OCc1cc(C2C3CCCC=C3C(C#N)=C(N)C2(C#N)C#N)c(C)cc1C (stereo not drawn),94,91,102,0,104,12,91,96
CN(C)C=Nc1nonc1-c1ccccc1,105,100,104,1,101,-2,109,95
COc1ccc(N2CCN(C(=O)c3ccc(C)cc3Cl)CC2)cc1,107,100,95,6,99,5,106,99
COCCCC1CCN(C(=O)C2CCC(=O)N(CCc3ccccc3)C2)CC1 (stereo not drawn),96,99,102,2,100,15,96,103

Molecule,MEP2 TOR yeast,CIT2 TOR yeast,Yeast superoxide,GRK2 aptamer HTS,AGP1-GFP MLPCN,VLA-4 inh,LAP4-GFP MLPCN,RPL19A TOR yeast
COc1c(C(CC(C)C)OC(C)=O)ccc2c1C(=O)OCc1cc(C)cc(O)c1O2 (stereo not drawn),106,93,103,1,94,11,97,96
CCOC(=O)C1=C(C)N(CC(C)C)C(=O)/C1=C\c1ccc(OCC(=O)Nc2ccccc2)cc1,96,91,96,2,96,17,103,94
Cn1c(=O)cc(SCC(=O)NCc2ccco2)c2ccccc21,104,91,99,4,96,17,96,94
CCOc1ccc(Cl)cc1/C=N/NC(N)=O,93,97,110,4,94,8,86,95
CCC(C)Sc1nnc(NC(=O)C2CCN(C(=O)c3ccco3)CC2)s1 (stereo not drawn),107,102,96,1,105,4,98,105
CS(=O)(=O)n1nc(-c2ccco2)nc1N,112,95,115,1,104,15,101,95
CCN1C(=O)CSC1=Nc1cccc(C(=O)O)c1,110,106,110,0,103,9,93,102
O=C(COC(=O)C12CC3CC(CC(O)(C3)C1)C2)N1CCN(S(=O)(=O)c2ccc(Cl)cc2)CC1,97,93,96,1,92,10,91,97
CCC(=O)Nc1cccc(-c2cn3ccccc3n2)c1,106,104,99,0,98,39,93,101
COc1ccc(C2c3c(-c4ccccc4O)n[nH]c3C(=O)N2Cc2ccco2)cc1 (stereo not drawn),101,98,106,0,102,4,107,100
Cc1ccc(OCCSCc2nc3ccccc3[nH]2)cc1,96,92,84,0,97,-1,100,98
c1ccc(CCNc2ncnc3sccc23)nc1,92,98,98,3,93,9,97,96
CCOC(=O)C1CCCN(S(=O)(=O)c2ccc(NC(C)=O)cc2)C1 (stereo not drawn),104,99,90,2,102,5,105,107
CCCc1cc(C(=O)OC)c2ccccc2n1,75,105,84,0,106,13,90,107
CC(C(=O)NC1CCCC1)N(C(=O)CS(=O)CC(=O)Nc1ccc(F)cc1)c1ccc2c(c1)OCCO2 (stereo not drawn),97,100,98,1,100,19,97,96
COc1ccc(Cl)cc1NC(=O)NCc1ccc2c(c1)OCO2,104,101,97,1,105,-4,106,104
COc1cc(S(=O)(=O)N2CCCCC2)ccc1NC(C)=O,94,86,145,3,94,5,88,92
O=C(NCc1ccco1)C1CC(=O)N(CCc2ccccc2)C1 (stereo not drawn),110,103,108,0,88,-9,97,96
CCOC(=O)C1=C(C)NC(SCC(N)=O)=C(C#N)C1c1cccs1 (stereo not drawn),102,103,102,0,99,2,95,99
Cc1onc(-c2ccccc2)c1C(=O)Nc1ccc(S(=O)(=O)N2CCCC2)cc1,99,101,102,0,107,23,113,99
CC(C)c1onc(C(=O)N2CCOCC2)c1[N+](=O)[O-],101,101,92,14,99,2,94,101
Cc1cc(N2CCOCC2)nc(N)n1,102,109,91,2,102,-5,103,104
Cn1c(=O)n(C)c2cc(NC(=O)CSc3ccccc3)ccc21,101,97,96,4,95,15,91,102
Cc1cc(S(=O)(=O)N2CCCOC2CNC(=O)C(=O)NCCc2ccco2)ccc1F (stereo not drawn),86,84,103,2,87,-1,78,101
O=C(CN1CCc2ccccc2C1)Nc1cc(S(=O)(=O)N2CCOCC2)ccc1N1CCCC1,94,107,76,0,101,-10,99,101

Molecule,MEP2 TOR yeast,CIT2 TOR yeast,Yeast superoxide,GRK2 aptamer HTS,AGP1-GFP MLPCN,VLA-4 inh,LAP4-GFP MLPCN,RPL19A TOR yeast
Cc1ccc(Cl)cc1NC(=O)N[C@@H](CC(C)C)C(=O)O,105,95,94,1,112,11,101,96
O=S(=O)(NCCc1ccc(Cl)cc1)c1cccc2cccnc12,113,99,96,2,99,9,92,107
CC(=O)n1cc([C@H]2C=C(C(=O)NCc3ccccc3)O[C@@H](OCCCCO)C2)c2ccccc21,89,114,99,0,88,-3,134,97
CCOc1ccc(CCNS(=O)(=O)c2ccc3c(c2)N(C(C)=O)CCO3)cc1OCC,93,105,96,6,102,-6,103,94
O=C(N/N=C/c1ccc(OC(=O)c2ccccc2Br)cc1)c1ccccn1,107,104,97,1,111,-11,119,108
CC(C)OC(=O)c1ccc(Cn2nnc3ccccc3c2=O)cc1,101,89,102,3,91,7,100,92
COc1cc(C(=O)N[C@H](C(=O)NC2CCCc3ccccc32)C(C)C)cc(OC)c1OC (stereo partly drawn),92,88,90,0,94,-18,100,91
CCn1cc(CN2CCCC(C(=O)Nc3ccc(-c4cscn4)cc3)C2)cn1 (stereo not drawn),98,97,88,1,94,17,94,98
O=C(Cc1ccccc1Cl)NNC(=O)Nc1ccccc1,104,108,97,0,99,-13,97,110

Screening data as filed in PubChem BioAssay.
